GDH-TPI counter: counter-screen for M. tuberculosis FBA inhibitors: GDH-TPI coupled enzymes; GDH-TPI coupled enzyme counterscreen, NADH absorbance; inhibition, % at 4.8 µM; 360,000 compounds, 1.2% hits; AID 588335; in the data active means inhibition above about 30%;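 further: 0% = DMSO wells and 100% = wells lacking the enzyme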
UGM FP inh: blocks M. tuberculosis UGM enzyme; purified UGM, fluorescence polarization probe displacement; inhibition, % at 10 µM; 320,000 compounds, 0.06% hits; AID 504406; in the data active means inhibition above about 10%, passing the limit was not always enough; inconclusive means no clear call, values can overlap the other calls
FBA Mtb inh: inhibits M. tuberculosis FBA enzyme; inhibition, % at 1 µM; 360,000 compounds, 2.3% hits; AID 588726; P9WQA3; purified M. tuberculosis FBA, fluorescence read-out; in the data active means inhibition above about 27%;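 further: 0% = vehicle and 100% = reference inhibitor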
Mtb BioA inh: inhibitors of Mycobacterium tuberculosis BioA enzyme; purified M. tuberculosis BioA enzyme, plate reader; inhibition, % at 9.99 µM; 360,000 compounds, 0.096% hits; in the data active means inhibition above about 40%; inconclusive means no clear call, values can overlap the other calls
BoNT A protease: inhibitors of Botulinum neurotoxin A light chain protease; multiplex microsphere protease substrate cleavage, flow cytometry; inhibition, % at 10 µM; 360,000 compounds, 0.17% hits; AID 588499; further: plate controls were buffer without enzyme for full effect and enzyme alone for no effect
BoNT F protease: BoNT F light chain protease inhibition. 360,000 compounds, 0.22% hits. Multiplex microsphere protease cleavage assay, flow cytometry. inhibition, % at 10 µM; in the data active means inhibition above about 35%, passing the limit was not always enough; inconclusive means no clear call, values can overlap the other calls; further: plate controls were buffer without enzyme for full effect and enzyme alone for no effect
PfHsp40 rescue: compounds rescuing yeast from Plasmodium falciparum HSP40 toxicity. 340,000 compounds, 0.68% hits. AID 504582. S. cerevisiae expressing PfHsp40, growth rescue, ATP luminescence. growth rescue, % at 12.5 µM; in the data active means growth rescue above about 28%, passing the limit was not always enough; inconclusive means no clear call, values can overlap the other calls;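 further: yeast W303a lacking pdr1 and pdr3 grown in galactose medium; growth measured after three days at 30 °C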
FadD28 FP inh: inhibitors of Mycobacterium tuberculosis FadD28 bisubstrate binding; inhibition, % at 12.5 µM; FadD28 bisubstrate probe binding, fluorescence polarization; AID 588549; 360,000 compounds, 0.22% hits; in the data active means inhibition above about 8.5%, passing the limit was not always enough; inconclusive means no clear call, values can overlap the other calls
Anthrax LF prot: inhibitors of Bacillus anthracis lethal factor protease | multiplex microsphere protease cleavage assay, LF | inhibition, % at 10 µM | AID 588501 | 360,000 compounds, 0.12% hits; further: plate controls were buffer without enzyme for full effect and enzyme alone for no effect
Target sequence (P15917 whole entry, looked up): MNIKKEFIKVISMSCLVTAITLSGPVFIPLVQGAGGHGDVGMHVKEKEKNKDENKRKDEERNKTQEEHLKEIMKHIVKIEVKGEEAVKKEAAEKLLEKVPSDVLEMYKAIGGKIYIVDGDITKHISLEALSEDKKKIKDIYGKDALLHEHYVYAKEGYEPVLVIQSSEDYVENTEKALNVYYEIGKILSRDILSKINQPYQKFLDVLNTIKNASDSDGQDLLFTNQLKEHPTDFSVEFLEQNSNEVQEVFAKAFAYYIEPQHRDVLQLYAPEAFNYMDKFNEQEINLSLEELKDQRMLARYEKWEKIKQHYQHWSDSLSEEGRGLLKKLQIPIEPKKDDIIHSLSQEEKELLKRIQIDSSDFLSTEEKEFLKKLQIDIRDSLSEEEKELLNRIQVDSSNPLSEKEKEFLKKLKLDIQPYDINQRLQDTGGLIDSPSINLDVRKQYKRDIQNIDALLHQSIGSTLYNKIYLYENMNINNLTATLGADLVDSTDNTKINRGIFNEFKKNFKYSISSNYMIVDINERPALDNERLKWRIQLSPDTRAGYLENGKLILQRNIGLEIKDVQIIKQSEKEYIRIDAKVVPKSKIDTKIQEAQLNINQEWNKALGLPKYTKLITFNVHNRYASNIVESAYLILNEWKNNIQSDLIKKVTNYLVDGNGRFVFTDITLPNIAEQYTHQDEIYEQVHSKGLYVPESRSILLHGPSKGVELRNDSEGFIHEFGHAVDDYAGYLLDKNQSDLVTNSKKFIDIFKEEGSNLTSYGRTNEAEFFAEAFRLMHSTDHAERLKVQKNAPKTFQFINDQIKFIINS
An asterisk follows results filed as active; ? = inconclusive; / = not tested or not shown. Unless noted, no stated cut-off is given here; in the data, active means inhibition above about 30%; inconclusive means no clear call, values can overlap the other calls; inactive means below that.

smiles	GDH-TPI counter	UGM FP inh	FBA Mtb inh	Mtb BioA inh	BoNT A protease	BoNT F protease	PfHsp40 rescue	FadD28 FP inh	Anthrax LF prot
CCC1(C)NC(=O)N(CC(=O)c2cc(C)n(C3CC3)c2C)C1=O (stereo unspecified)	-7	/	0	-0.2	4.6	4	-0.4	-0.1	-3
O=C(CSc1ccccn1)N1CCN(c2ccccc2)CC1	-1	-1.9	4	/	-3.3	-2	-0.7	0.8	-2
CC(C)Oc1ccc(C(=O)N2CCN(C(=O)c3ccco3)CC2)cc1	2	2.5	0	-0.9	1.1	4	1.5	-1.1	-1
O=C(Cn1cnc2cc([N+](=O)[O-])ccc2c1=O)NC(=O)NCc1ccccc1	15	1.3	1	-0.2	-0.8	-9	-0.8	-4.2	-10
CC(=O)c1sc(=S)n(Cc2ccccc2)c1C	25	1.4	-1	2.4	-1.6	-9	0.6	-6.4	5
Cc1ccc(C(=O)N2CCN(c3ccc(NC(=O)c4ccc(Br)o4)cc3)CC2)cc1	17	-2.4	0	-0.2	0.8	-9	12	-0.2	-5
CCC(CO)NS(=O)(=O)c1cc(-c2nn(C)c(=O)c3ccccc23)ccc1C (stereo unspecified)	-5	0.1	-2	/	2.9	24	0.9	-2.8	-6
NC(=O)CSc1nc2ccccc2c(=O)n1Cc1ccccc1	4	0.1	2	-1.0	-1.4	?	-0.6	-2.4	-1
CCOC(=O)c1ccc(N=Nc2c(C)[nH]n(-c3ccccc3)c2=O)cc1	11	-0.8	1	0.4	-0.7	?	-1.3	0.4	-1
O=C(N/N=C/c1cccc([N+](=O)[O-])c1)c1cccs1	5	/	-2	/	-3.2	-22	-0.6	-1.1	-2
O=C(C1CCCCC1)N1CCC2CC1c1cc(N3CCCCC3)ccc12 (stereo unspecified)	-4	/	-3	-0.3	-3.5	10	/	-3.3	-2
COC(=O)C1CC2(C(=O)OC)CC(C(=O)OC)(CC(C(=O)OC)C2=O)C1=O (stereo unspecified)	-3	/	1	1.8	0.3	-8	-0.9	-3.9	-2
CN(Cc1ccon1)Cc1cn(C)nc1-c1ccc(Oc2ccccc2)cc1	5	2.7	0	-7.3	0.3	-6	-0.4	-2.4	-4
CCOc1ccc(N(C)S(=O)(=O)c2cc(-c3cc(C)no3)ccc2C)cc1	-3	2.7	1	0.1	0.2	2	-0.4	-4.5	-1
COc1ccc2[nH]c(=O)c(CN(Cc3ccc4c(c3)OCO4)C(C)=O)cc2c1	19	4.9	1	-1.1	-0.6	4	0.5	-1.6	-2
COc1cccc(/C=C2\SC(=O)N(CC(=O)NCCCn3ccnc3)C2=O)c1	24	0.7	5	1.7	-1.2	-1	0.5	-2.4	-3
Cc1ccc(NC(=O)c2ccc3c(c2)S(=O)(=O)c2ccccc2C3=O)cc1S(=O)(=O)N1CCOCC1	-1	5.5	1	-1.7	-0.6	-8	0.2	-0.9	2
Nc1nc(-c2ccco2)nn1C(=O)c1ccccc1Cl	0	/	-7	/	-1.1	-4	1.0	-5.5	-3
COc1ccc(Cl)cc1NC(=O)CN(C)C(=O)Cc1ccc2c(c1)CCC2	5	1.1	-1	-0.6	-3.0	-12	0.5	-0.6	2
COC(=O)c1ccc2c(c1)N(C)C(=O)CS2	-3	-0.3	-1	1.6	0.3	-7	1.2	-3.2	2
COc1cccc(NC(=O)c2ccc(NC(C)=O)cc2)c1	4	-0.8	1	-1.5	-1.0	-9	0.1	-2.0	-1
O=C(c1cnn2c1NC(c1ccc(Br)cc1)CC2C(F)(F)F)N1CCN2CCCC2C1 (stereo unspecified)	7	0.9	0	/	0.1	3	-1.2	0.8	-2
O=C(COC(=O)c1ccccc1SCC(=O)N1CCCC1)Nc1ccccc1C(F)(F)F	-6	-0.8	0	0.0	0.1	-2	2.1	-0.1	2
N#CC1=C(N)Oc2cc(N)ccc2C1c1ccc(F)cc1F (stereo unspecified)	16	-0.3	8	-0.7	/	/	1.3	0.1	/
CC(C)CC(=O)Nc1ccc2c(c1)nc(CCN1CCOCC1)n2C	-1	-1.4	2	/	-1.7	-20	-1.6	-2.0	-9
COc1ccc(CN2C(=O)c3cccc4cccc2c34)cc1F	1	0.3	9	0.8	1.6	16	0.5	-1.9	-4
O=[N+]([O-])C(C1CCS(=O)(=O)C1)C1CCS(=O)(=O)C1 (stereo unspecified)	3	-2.1	4	/	-0.4	-2	-0.5	-1.5	-10
CCNc1ccc(C(=O)NN=C2CCCC2)cc1[N+](=O)[O-]	8	0.1	-9	/	0.3	-6	-1.1	-2.2	-2

7 compounds drawn at random from the list so far, as already listed:
smiles	GDH-TPI counter	UGM FP inh	FBA Mtb inh	Mtb BioA inh	BoNT A protease	BoNT F protease	PfHsp40 rescue	FadD28 FP inh	Anthrax LF prot
N#CC1=C(N)Oc2cc(N)ccc2C1c1ccc(F)cc1F (stereo unspecified)	16	-0.3	8	-0.7	/	/	1.3	0.1	/
Cc1ccc(NC(=O)c2ccc3c(c2)S(=O)(=O)c2ccccc2C3=O)cc1S(=O)(=O)N1CCOCC1	-1	5.5	1	-1.7	-0.6	-8	0.2	-0.9	2
O=C(c1cnn2c1NC(c1ccc(Br)cc1)CC2C(F)(F)F)N1CCN2CCCC2C1 (stereo unspecified)	7	0.9	0	/	0.1	3	-1.2	0.8	-2
COc1cccc(NC(=O)c2ccc(NC(C)=O)cc2)c1	4	-0.8	1	-1.5	-1.0	-9	0.1	-2.0	-1
O=C(COC(=O)c1ccccc1SCC(=O)N1CCCC1)Nc1ccccc1C(F)(F)F	-6	-0.8	0	0.0	0.1	-2	2.1	-0.1	2
CC(C)CC(=O)Nc1ccc2c(c1)nc(CCN1CCOCC1)n2C	-1	-1.4	2	/	-1.7	-20	-1.6	-2.0	-9
COc1ccc(Cl)cc1NC(=O)CN(C)C(=O)Cc1ccc2c(c1)CCC2	5	1.1	-1	-0.6	-3.0	-12	0.5	-0.6	2

Screens as filed in PubChem BioAssay.
